Screening data: PubChem BioAssay, Broad Institute
PglD inh: PglD (C. jejuni) enzyme inhibition. purified PglD enzyme, DTNB colorimetric CoA detection. inhibition, % at 12.5 µM. hit rate 0.098% among 360,000. AID 602405; in the data active = inhibition above about 16%, passing the limit was not always enough; note: strong numbers were not always called active
LGR2 inh: blocks bursicon-induced cAMP signaling via Drosophila LGR2 | HEK293 LGR2, CRE-luciferase, bursicon-stimulated, 4 h | inhibition, % at 9.99 µM | hit rate 0.35% among 380,000 | AID 720647;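 active = drop in luminescence signal, shown as inhibition above about 50% in the replicate tests, limit read from the data, passing the limit was not always enough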;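 note: agonist challenge used bursicon conditioned medium at about half maximal strength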
EWS-Fli inh: inhibitors of EWS/Fli oncoprotein transcriptional activity. A673 NR0B1-luciferase reporter, viability-normalised. inhibition, % at 12.6 µM. hit rate 0.67% among 350,000. AID 651661;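 active = mean inhibition of at least 50% after viability correction, with every replicate also passing that limit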;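 note: firefly luciferase signal divided by Alamar Blue viability fluorescence both relative to DMSO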
S100A4 inh HTS: inhibitors of human S100A4 binding to myosin IIA peptide | P26447 | S100A4/TAMRA-MyoIIA peptide fluorescence polarization | inhibition, % at 10.7 µM | hit rate 0.14% among 360,000 | AID 652163;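 active = mean inhibition of at least 70% across replicates, with every replicate also reaching that level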
Target sequence (P26447 whole entry, looked up): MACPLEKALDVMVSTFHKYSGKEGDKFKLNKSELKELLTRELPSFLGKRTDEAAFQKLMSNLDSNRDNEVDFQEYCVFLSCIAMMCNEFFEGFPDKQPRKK
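Material: S100A4 monomer protein / Buffer or medium: 50 mM HEPES pH 7.2, 10 mM CaCl2, 100 mM KCl / Times: 5 min incubation before reading / Benchmarks: neutral control DMSO, positive control TFP / Reagent: labelled myosin peptide probe, 5 nM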
PGC1a acetyl inh: lowers PGC1a acetylation signal in U2OS cells; AlphaScreen anti-acetyl-lysine; with virally co-expressed GCN5 acetyltransferase; inhibition, % at 15.6 µM; hit rate 0.17% among 350,000; AID 651687;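 active = every replicate shows inhibition of at least 40%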;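 note: 0% = neutral control wells and 100% = positive control wells; some results beyond the cut were filed as inactive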
PAX8 reporter: lowers PAX8-driven luciferase in RMG-I cells; RMG-I TPO-luciferase reporter, SteadyGlo, 24 h; inhibition, % at 12.6 µM; hit rate 1.2% among 360,000; AID 652154;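 active = mean replicate inhibition at least 60% with every replicate also reaching 60%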;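 note: luciferase light reporting Pax8 driven TPO promoter activity; plate controls were median of neutral control wells for no effect and mitoxantrone controls for full effect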
ERAP1 inh: ERAP1 (human) enzyme inhibition. recombinant ERAP1, Leu-AMC fluorescence, 60 min. hit rate 0.15% among 340,000. inhibition, % at 10.7 µM. Q9NZ08;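 active = mean replicate inhibition of at least 30%, or all replicates individually reaching that 30% level; inactive = mean below 30% and not every replicate reaching it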;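 note: 0% = neutral control wells and 100% = L-leucinethiol positive control wells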
Target sequence (Q9NZ08 whole entry, looked up): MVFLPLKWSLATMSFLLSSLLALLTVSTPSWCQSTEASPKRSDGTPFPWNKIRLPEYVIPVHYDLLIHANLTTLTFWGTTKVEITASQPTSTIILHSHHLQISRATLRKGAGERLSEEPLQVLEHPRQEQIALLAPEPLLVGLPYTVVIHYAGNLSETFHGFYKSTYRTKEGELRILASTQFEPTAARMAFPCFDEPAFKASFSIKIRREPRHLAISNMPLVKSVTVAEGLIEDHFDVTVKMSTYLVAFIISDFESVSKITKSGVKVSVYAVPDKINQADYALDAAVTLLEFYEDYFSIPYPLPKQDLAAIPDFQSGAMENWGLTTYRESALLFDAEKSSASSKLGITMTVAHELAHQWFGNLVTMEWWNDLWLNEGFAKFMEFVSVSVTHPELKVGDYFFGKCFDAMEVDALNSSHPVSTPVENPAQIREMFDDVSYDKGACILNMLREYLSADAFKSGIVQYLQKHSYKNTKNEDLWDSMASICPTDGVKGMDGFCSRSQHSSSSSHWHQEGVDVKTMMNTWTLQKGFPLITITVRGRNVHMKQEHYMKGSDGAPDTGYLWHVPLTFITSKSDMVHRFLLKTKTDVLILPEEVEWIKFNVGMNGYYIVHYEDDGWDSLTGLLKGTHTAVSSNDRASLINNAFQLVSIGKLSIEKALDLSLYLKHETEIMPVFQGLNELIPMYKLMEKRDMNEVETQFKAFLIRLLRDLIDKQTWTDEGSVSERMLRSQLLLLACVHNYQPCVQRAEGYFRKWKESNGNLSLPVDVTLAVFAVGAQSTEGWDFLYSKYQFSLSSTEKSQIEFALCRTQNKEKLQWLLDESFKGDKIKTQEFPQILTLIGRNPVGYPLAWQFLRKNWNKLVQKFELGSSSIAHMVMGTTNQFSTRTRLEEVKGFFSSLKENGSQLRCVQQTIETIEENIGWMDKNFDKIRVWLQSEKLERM
FN deposition inh: fibronectin deposition inhibition | hit rate 0.086% among 350,000 | inhibition, % at 12.6 µM | AH1F fibroblasts, Alexa488-fibronectin deposition fluorescence, overnight;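 active = mean inhibition across replicates of 30% or more, regardless of how many single replicates reach that level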;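 note: positive control wells lacked labelled fibronectin entirely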
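Material – AH1F fibroblast monolayer, labelled fibronectin deposition · Reagent – labelled fibronectin 24 nM · Timing – 1 h adhesion, overnight exposure · Measured by – fluorescence at 485 nm excitation, 525 nm emission · Read-out – inhibition of fibronectin deposition signal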
The depositor's hits bear a star; / = no result given; & = joins results of further samples.

structure	S100A4 inh HTS	EWS-Fli inh	ERAP1 inh	LGR2 inh	FN deposition inh	PGC1a acetyl inh	PglD inh	PAX8 reporter
Cc1cc(C)c(S(=O)(=O)N2CCCC2=O)c(C)c1	5.2	4.4	-12.7	-24.2	-5.2	12.4	-1.0	-6.9
O=C(C[C@@H]1CC[C@@H]2NC[C@H](O)COC[C@H]2O1)N1CCc2ccccc2C1	0.0	-20.9	-1.0	-7.0	0.9	5.5	-1.3	-70.6
C[C@H]1CN([C@@H](C)CO)C(=O)c2cc(C#CCN(C)C)cnc2O[C@@H]1CN(C)C(=O)Nc1ccccc1F	-6.1	-5.8	0.2	-1.4	/	-0.6	-3.1	/
Cc1[nH]c2ccccc2c1CC(=O)Nc1ccc(Nc2ccncc2)cc1	-2.7	16.1	2.5	5.4	9.8	/	/	20.5
CN(C)c1cc(-c2cccc([N+](=O)[O-])c2)oc(=O)c1Cl	4.0	-1.0	/	11.6	2.3	8.6	/	7.1
COc1cccc(/C=N/NC(=O)c2ccc(N(C)S(=O)(=O)c3ccccc3)cc2)c1OC	3.0	5.0	-2.7	17.9	8.7	-1.7	-3.2	-9.4
Cc1ccc(C(=O)COc2nc(C)nc3ccccc23)cc1	1.3	-4.1	2.5	-20.1	-16.9	3.5	/	-5.9
O=C(NC1CCSC1=O)c1ccccc1 (stereo unspecified)	/	/	/	/	4.7	-1.0	1.5	8.0
COc1cc(OC)cc(C2=Cc3ccccc3C(CC(C)=O)N2c2ccc(-c3cncnc3)cc2)c1 (stereo unspecified)	-4.4	10.8	-3.3	15.0	-3.4	/	/	40.7
CC(=O)Nc1c(Cl)cc2c(c1Cl)Cc1cc(C#N)ccc1-2	-3.1	3.1	-2.3	/	12.7	/	/	-5.0
O=C1CN(C(=O)c2ccc(Br)o2)C(c2ccccc2)c2cc(F)ccc2N1 (stereo unspecified)	-4.4	10.9	6.6	14.3	7.2	/	0.8	24.8
CC(C)(C)NS(=O)(=O)c1ccc(CCC(=O)Nc2ccc3c(c2)OCCO3)cc1	/	/	/	-6.6	8.1	-7.7	-1.9	22.6
Cc1ccc2c(c1)cc(CN(CCc1ccccc1)C(=O)N1CCOCC1)c1nnnn12	/	/	/	/	-5.6	3.1	-1.9	13.7
CO[C@@H]1CN(C)C(=O)c2cc(NC(=O)C3CCC3)ccc2OC[C@H](C)NC[C@@H]1C	13.4	-16.4	-2.2	4.1	-6.8	/	1.8	9.5
CCC(C)c1ccc(NC(=S)NCCn2cc(Br)cn2)cc1 (stereo unspecified)	-4.3	9.0	1.5	1.0	24.9	-1.4	2.6	-8.8
CCC(=O)N/C(N)=N/c1nc(C)c2cc(OC)ccc2n1	/	/	/	-24.9	-0.4	-5.7	-2.8	/
COc1ccc(NC(=O)N(C)C[C@@H]2OCCCC[C@@H](C)Oc3ccc(NC(=O)C4CCCCC4)cc3C(=O)N([C@H](C)CO)C[C@@H]2C)cc1	-7.4	0.0	-0.2	7.2	/	2.0	-1.6	/
FC(F)(F)c1ccc(C2Nc3cccc4cccc(c34)N2)cc1	2.7	10.0	3.1	21.2	-17.9	-10.9	/	22.7
N#Cc1ccc(/C=C2\CCn3c2nc2cc(C(=O)O)ccc2c3=O)cc1	-7.0	-3.9	-2.1	8.8	-0.3	4.7	2.3	7.6
O=C(C[C@@H]1CC[C@@H]2[C@H](COC[C@@H](O)CN2CC2CCCC2)O1)NCc1ccc(Cl)cc1	9.1	-1.2	-1.5	-22.7	8.3	/	/	/
COC(=O)c1cc(NC(=O)c2c(F)c(F)c(F)c(F)c2F)cc(C(=O)OC)c1	-3.0	6.3	1.2	/	3.2	/	/	5.7
CC1CCN(C(=O)c2nc[nH]c2C(=O)OCCNC(=O)OC(C)(C)C)CC1	-15.1	1.2	/	8.9	-3.4	/	2.3	11.7
CC(C)c1ccc(NC2CCCN(C(=O)CCN3CCCCC3=O)C2)cc1 (stereo unspecified)	0.3	-0.5	-0.6	16.5	-0.2	2.9	-1.4	0.2
COc1cc(C#N)ccc1OC(=O)C1CCN(C(=O)c2ccc(F)cc2)CC1	-1.4	10.9	-3.1	-4.9	3.0	/	/	-0.8
CCCC#Cc1cnc2c(c1)C(=O)N([C@H](C)CO)C[C@H](C)[C@H](CN(C)Cc1ccccc1F)O2	3.5	-0.8	0.5	14.0	/	-3.3	7.8	4.1
C[C@H](CO)N1C[C@H](C)[C@H](CN(C)C(=O)NC2CCCCC2)Oc2ccc(N(C)C)cc2C1=O	-7.1	/	0.1	-28.6	/	-7.3	3.0	-12.2
C/C=C/c1ccc([C@@H]2[C@H](CO)N3CCCCN(C(=O)Nc4cc(F)ccc4F)C[C@@H]23)cc1	-5.2	0.6	-1.6	-1.7	/	-2.3	-1.3	-39.4
Cc1cccc(-c2noc(-c3ccno3)n2)c1	-3.6	-73.6	/	-38.4	-2.8	-0.4	/	-98.8
C[C@H](CO)N1C[C@H](C)[C@H](CN(C)Cc2ccc(C(=O)O)cc2)Oc2c(cccc2N(C)C)C1=O	2.4	-4.7	-1.4	8.0	/	4.2	-1.3	2.8
O=C(CN1CCOCC1)N1CC(=O)N2[C@H](C1)[C@H](c1ccc(C3=CCCCC3)cc1)[C@@H]2CO	12.1	1.4	-1.7	3.0	10.7	5.2	/	-1.1
COc1ccc(S(=O)(=O)Nc2cccc(-n3cnnn3)c2)cc1	16.7	-8.0	0.8	-10.3	-8.1	4.3	3.6	4.8
COc1ccc(C2=CSC3=NCCN23)cc1[N+](=O)[O-]	-4.1	-1.1	-5.1	1.9	-8.0	-10.4	-6.3	-5.3
O=C(Nc1cc(F)ccc1F)N1CC(=O)N2[C@@H](CO)[C@H](c3ccc(/C=C/c4ccccc4)cc3)[C@@H]2C1	1.8	-9.2	-0.4	20.6	5.7	-0.4	/	/
COc1ccc(OC)c2c1sc(=NC(=O)C(C)C)n2C	-3.2	4.7	1.4	11.8	6.4	-1.3	-3.9	9.2
NCc1csc(Nc2ccc(C(=O)c3ccccc3)cc2)n1	4.7	51.7*	20.4	-1.6	0.2	0.0	5.9	34.2
Cc1ccc(N(C(=O)c2ccncc2)C2C=CS(=O)(=O)C2)cc1 (stereo unspecified)	-7.2	-0.9	/	2.5	-2.5	0.8	2.2	-4.1
C[C@@H]1CN([C@@H](C)CO)S(=O)(=O)c2ccc(-c3ccc(F)cc3)cc2O[C@H]1CN(C)S(C)(=O)=O	1.4	-13.0	3.8	-0.6	3.6	37.0	-2.4	-5.6
CN1C(=O)C(C)(C)c2cc(S(=O)(=O)NCC3CCC(C(=O)NCc4ccccc4)CC3)ccc21 (stereo unspecified)	16.4	-8.2	/	-22.8	-15.1	-15.2	0.1	6.1
COc1ccc(NC(=O)Nc2ccc3c(c2)CC(=O)N([C@H](C)CO)C[C@H](C)[C@H](CN(C)S(=O)(=O)c2cn(C)cn2)O3)cc1	9.3	-6.6	2.6	-8.6	/	13.1	2.7	-12.4
COc1ccccc1-c1noc2c1C(=O)N(Cc1cn(-c3ccccc3)nn1)CC2	0.2	6.4	3.8	-2.0	2.6	-15.1	10.5	0.3
O=C(Nc1cccc(F)c1)N1CC(=O)N2[C@H](C1)[C@@H](c1ccc(-c3cccc(F)c3)cc1)[C@@H]2CO	-1.7	0.9	2.4	10.9	-10.3	-0.6	/	8.4
Cc1ccc(S(=O)(=O)N(C)C[C@H]2Oc3ccc(NC(=O)CCN4CCOCC4)cc3C(=O)N([C@@H](C)CO)C[C@H]2C)cc1	22.0	-1.8	0.1	13.0	/	0.1	-2.8	2.3
COc1ccc(C2=Nc3ccccc3N(C(=O)c3ccc4c(c3)OCO4)C2C(=O)Nc2c(C)cccc2C)cc1 (stereo unspecified)	-5.5	-16.9	3.7	-11.1	-0.2	/	/	-52.3
O=C(O)/C=C/C(=O)NC1CC1	0.8	-7.8	0.4	8.8	-3.0	-8.9	/	6.9
Cc1ccc(C(=O)N/C(=C\c2cn(C)c3ccccc23)C(=O)NCCCN2CCOCC2)cc1	-2.6	11.8	-6.0	5.3	-13.8	/	/	27.3
O=C(NC(=S)NNC(=O)c1ccccc1O)c1cccs1	0.1	7.0	-1.3	-9.4	3.8	-8.3	-1.7	-7.0
O=C(NN=C1c2ccccc2-c2ccccc21)c1ccccn1	-6.7	-26.7	2.2	-10.5	/	-7.8	-5.3	/
C/C=C/c1ccc(C2[C@H]3CNC[C@@H]2N3Cc2cccc(OC)c2)cc1 (stereo partly specified)	-1.3&-7.9	3.9&-1.0	/	-1.8&1.9	-4.2&3.2	3.5&0.0	/	-1.4&-5.3
CCOC(=O)CSc1nc(N)nc(C)c1Cl	1.9	5.8	0.7	-21.3	-4.7	8.3	/	16.5
COc1ccc(-c2nn(-c3ccccc3)cc2C2CC(c3cccs3)=NN2C(=O)CCC(=O)O)cc1 (stereo unspecified)	2.5	12.4	2.8	-13.9	-7.0	/	/	26.4

One compound at a time (already shown).
C/C=C/c1ccc(C2[C@H]3CNC[C@@H]2N3Cc2cccc(OC)c2)cc1 (stereo partly specified) is listed as S100A4 inh HTS = -1.3&-7.9; EWS-Fli inh = 3.9&-1.0; ERAP1 inh = /; LGR2 inh = -1.8&1.9; FN deposition inh = -4.2&3.2; PGC1a acetyl inh = 3.5&0.0; PglD inh = /; PAX8 reporter = -1.4&-5.3
O=C(Nc1cc(F)ccc1F)N1CC(=O)N2[C@@H](CO)[C@H](c3ccc(/C=C/c4ccccc4)cc3)[C@@H]2C1 is listed as S100A4 inh HTS = 1.8; EWS-Fli inh = -9.2; ERAP1 inh = -0.4; LGR2 inh = 20.6; FN deposition inh = 5.7; PGC1a acetyl inh = -0.4; PglD inh = /; PAX8 reporter = /

Remaining list, next part
structure	S100A4 inh HTS	EWS-Fli inh	ERAP1 inh	LGR2 inh	FN deposition inh	PGC1a acetyl inh	PglD inh	PAX8 reporter
COc1ccc(NC(=O)CN(C)S(=O)(=O)c2ccc3c(c2)CC(C)N3C(C)=O)c(OC)c1 (stereo unspecified)	-3.1	/	0.9	9.0	-6.3	6.3	-1.1	17.6
COc1cc(/C=C(/C#N)c2nc(-c3cc4ccccc4oc3=O)cs2)cc([N+](=O)[O-])c1O	2.2	3.5	4.7	11.4	-3.5	/	/	-5.0
CCCCCC(=O)N1C[C@H](n2cc(-c3ccc(F)cc3)nn2)[C@@H](O)C[C@@H]1c1ccc(C)cc1	-2.5	5.0	/	-5.3	-1.7	66.6*	-3.9	5.7
CC1=CC(C)(C)NC(=S)N1c1cccc(C)c1	2.2&3.8	-18.0&-8.9	-2.4&-1.9	-19.7&0.1	1.6	-2.6&1.5	-2.5&-2.4	-3.6
CCn1c(N2CCN(C(=S)NC)CC2)nc2ccccc21	8.8	2.8	0.5	3.2	/	-2.4	-5.4	/
O=C(C[C@@H]1CC[C@H](NC(=O)NC2CCCCC2)[C@H](CO)O1)NCc1ccc(Cl)cc1	-42.2	-6.9	1.7	9.3	7.8	-7.5	-1.3	5.4
COCC(=O)N(C)C[C@H]1Oc2ncc(-c3ccc(C#N)cc3)cc2C(=O)N([C@@H](C)CO)C[C@@H]1C	-18.1	-6.6	1.1	22.2	-6.3	6.5	3.8	-18.0
Cn1cccc1Cc1nnc(SCC(=O)Nc2cccc(F)c2)n1-c1ccc(F)cc1	4.1	2.4	/	18.9	-3.3	-8.2	-5.9	9.0

Some of these compounds in order of length of the SMILES, lowest first.
structure	S100A4 inh HTS	EWS-Fli inh	ERAP1 inh	LGR2 inh	FN deposition inh	PGC1a acetyl inh	PglD inh	PAX8 reporter
Cn1cccc1Cc1nnc(SCC(=O)Nc2cccc(F)c2)n1-c1ccc(F)cc1	4.1	2.4	/	18.9	-3.3	-8.2	-5.9	9.0
COc1cc(/C=C(/C#N)c2nc(-c3cc4ccccc4oc3=O)cs2)cc([N+](=O)[O-])c1O	2.2	3.5	4.7	11.4	-3.5	/	/	-5.0
CCCCCC(=O)N1C[C@H](n2cc(-c3ccc(F)cc3)nn2)[C@@H](O)C[C@@H]1c1ccc(C)cc1	-2.5	5.0	/	-5.3	-1.7	66.6*	-3.9	5.7
